Compound activity as filed in PubChem.
TAG inh = inhibitors of triacylglycerol accumulation; inhibition, % at 12.5 µM; H9c2 cells, Nile Red lipid (TAG) fluorescence; cells loaded with 200 µM oleic acid; 230,000 compounds, 0.66% hits;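 active = pattern-corrected inhibition of lipid staining of at least 50% with the nuclear-stain viability signal not falling by more than 50%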;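 note: 0% = DMSO wells and 100% = triacsin C control wells; some results filed as inactive read as strong as hits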
TAG inh DAPI viability = also measured in TAG inh; calls as there; DAPI nuclei signal change (viability), lower = more cytotoxic, %;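 whole-well DAPI fluorescence read on a plate reader as a viability signal; minus 50 percent equals half of cells still viable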
Active calls of the source: *. These rows are one share of the data. The share of hits here may be higher or lower than overall.

SMILES	TAG inh	TAG inh DAPI viability
Cc1c(NC(=S)NC(=O)c2cccc3ccccc23)cccc1C(=O)O	0	4
CCOC(=O)N1CCN(S(=O)(=O)c2cc(Br)cc3c2N(C(C)=O)C(C)C3)CC1 (stereo not given)	-2	9
CCc1nc2ccc(C(=O)Nc3cc(-c4ccccc4)ccc3OC)cn2c1N(CC)CCN(C)C	49	-47
CCOC(=O)c1nnc2cc(-c3ccccc3)nn2c1C	10	8
CC1C2C(C)N(C)C(=O)N(C)C2N(C)C(=O)N1C (stereo not given)	-6	2
CC1CN(S(=O)(=O)c2ccc(C(=O)N3c4ccccc4CC3C)cc2)CC(C)O1 (stereo not given)	-3	-1
COc1cccc(-c2nc3ccccc3c(=O)o2)c1	-8	-4
CC(C)(C)c1nnc(NS(=O)(=O)c2ccc(F)cc2)s1	8	-1
Cc1cc(Cl)ccc1OCC(=O)NNC(=O)C1CCCO1 (stereo not given)	3	5
O=C(N/N=C/c1ccoc1)c1cccc(OC(F)(F)C(F)F)c1	3	4
Oc1ccccc1N1CCN(c2ncnc3sc(-c4ccccc4)cc23)CC1	8	9
Cc1cccc(NC(=O)Nc2cccnc2)c1C	-4	-8
Cc1ccnn1-c1ccc(C(=O)NCc2ccccc2CN2CCOCC2)cc1	11	-2
CC(=O)NC(c1ccccc1)c1nc(-c2ccc(S(C)(=O)=O)cc2)cs1 (stereo not given)	1	1
CCN1CC=C2C(C1)C(c1ccc(Cl)s1)C(C#N)=C(N)C2(C#N)C#N (stereo not given)	-8	6
Cc1cc(NC(=O)COC(=O)COc2ccc3c4c(c(=O)oc3c2)CCC4)no1	10	2
NC(=O)C1CCN(CCS(=O)(=O)c2ccc(Cl)cc2)CC1	1	1
CC(C)(C)c1ccc(C(=S)N2CCN(c3ccccc3)CC2)cc1	-1	0
CCC(C)c1ccccc1NC(=O)CN(CC)CC(=O)Nc1ccc2c(c1)OCCO2 (stereo not given)	4	-11
O=c1[nH]c(CN(CCO)CCO)nc2c1C1(CCCCC1)Cc1ccccc1-2	-10	2
Cc1ccc(S(=O)(=O)CCC(=O)OCc2nnc(-c3ccccc3)o2)cc1	3	-4
CCN(CC)C(=O)COc1ccc(/C(C)=N/Nc2ncc(Cl)cc2Cl)cc1	-3	4
C=CCn1c(SCC(=O)Nc2ncc(Cc3cc(Cl)ccc3Cl)s2)nnc1-c1ccncc1	-6	-3
O=C(c1ccncc1)N1CCN(C(=O)c2cccc3ccccc23)CC1	5	2
CCc1cccc(C)c1NC(=O)COC(=O)CC1CCCC1	3	-2
COc1ccccc1S(=O)(=O)Nc1cccc(S(=O)(=O)N2CCCC2)c1	4	-3
CCC(=O)Nc1ccc(NC(=O)CN2CCCC(C)C2)c(Cl)c1 (stereo not given)	6	-6
O=C(Cc1ccc(NC(=O)C2CCCN(C(=O)C3CCCCC3)C2)cc1)Nc1cccc(C(=O)N2CCCC2)c1 (stereo not given)	-4	-4
CN(C)NC(=O)C(NC(=O)c1ccccc1)C12CC3CC(CC(C3)C1)C2 (stereo not given)	0	-6
CCN(Cc1ccccc1)S(=O)(=O)c1ccc(C(=O)N(CCCN(C)C)c2nc3cc4c(cc3s2)OCCO4)cc1	4	15
CC1CCc2[nH]c3ccc(C(=O)N(C)CC(=O)Nc4ccc(F)cc4)cc3c2C1 (stereo not given)	3	4
Cc1csc(SCC(=O)Nc2oc(C)c3c(C)n[nH]c(=O)c23)n1	10	0
CN(CCc1ccccn1)C(=O)CCNC(=O)Cn1cnc2ccccc2c1=O	-3	-8
COc1cc2c(c3ccccc13)CCCC2=O	-1	39
O=C(NC1CCCCCC1)C1CC(=O)N(Cc2ccccc2)C1 (stereo not given)	8	7
CN(C)c1cccc(NC(=O)c2cccc3c(-c4ccc(F)c(F)c4)coc23)c1	-16	2
COc1ccccc1N(C(=O)NCc1ccccc1)C1=NCC(C)S1 (stereo not given)	-4	-4
COc1ccccc1-c1ccc(/C=C2\C=CC(=O)O2)o1	0	3
COc1ccc(CN(C)C2c3ccccc3-c3ccccc32)cc1	-27	2
O=C(c1ccco1)N1CCN(c2ccc([N+](=O)[O-])cc2Cl)CC1	-8	3
Cc1onc(C(=O)Nc2cccnc2Cl)c1[N+](=O)[O-]	1	0
O=C(CCCNC(=O)c1ccc(Cl)cc1)Nc1ncccc1O	-9	0
CCC(C)Nc1nc(N)c([N+](=O)[O-])c(NCCO)n1 (stereo not given)	-3	0
CCCOC1CCCN(C(=O)c2cc(COc3cncc(Cl)c3)on2)C1 (stereo not given)	0	-1
CCOC(=O)c1sc2ncn(/N=C/c3ccc(O)c(OC)c3)c(=O)c2c1C	-12	2
CCn1cc(C(=O)NNC(=O)c2ccc(Cl)cc2)c(=O)c2ccc(C)nc21	-9	2
COc1ccc(OC)c(NC(=O)C2CCCN2C(=O)C2CCC(C)CC2)c1 (stereo not given)	-1	-3
COc1ccc(CNC(=O)COc2cc(=O)n(C)c3ccccc23)cc1	6	4
COc1cc2c(cc1OC)CN(C(=O)c1nn(Cc3ccccc3)c(=O)c3ccccc13)CC2	-24	-9
O=C(COC(=O)CCC(=O)c1ccc(F)cc1)NCc1ccc(Cl)cc1	1	-4
Cc1nn(-c2ccccc2)c(C)c1NC(=O)COC(=O)c1ccc(Cl)c(N)c1	5	12
Cc1cc(C)c(NC(=O)C2CCCN2CCOC(=O)c2cccc([N+](=O)[O-])c2)c(C)c1 (stereo not given)	4	-6
Cc1ccc(NC(=O)COc2cccnc2[N+](=O)[O-])cc1S(=O)(=O)N1CCOCC1	1	6
COC(=O)C1=C(C)N(Cc2ccccc2)C(=S)N[C@H]1c1cccc(F)c1	-27	7
COc1cccc(NC(=O)CSc2nnc(CNC(=O)c3ccco3)n2C)c1	-12	12
O=C(COC(=O)c1ccc(Cl)nc1)NC1CCCCCC1	7	-2
COc1cc(-c2nc3ccc(C)cn3c2NCc2ccccc2)ccc1SC1CCCCC1	22	125
CCOc1ccc(N2C(=O)CC(SC(=NC)Nc3cccc(OC)c3)C2=O)cc1 (stereo not given)	-11	-4
CCOC(=O)c1c(N)sc2c1C1CCN2CC1	-26	-1
CC1CCCN(CC(=O)NNC(=O)COc2ccc(Br)cc2)C1 (stereo not given)	0	-2

(continued)
SMILES	TAG inh	TAG inh DAPI viability
COc1ccc(S(=O)(=O)N2CCOCC2)cc1NC(=O)COc1cccnc1[N+](=O)[O-]	-2	-1
COCCNC(=O)C1(C)CCCN(CCSc2ccccc2)C1 (stereo not given)	1	-2
S=C(Nc1cc(Cl)ccc1Cl)Nn1cnnc1	4	1
CN(C)C(=O)c1ccc(NC(=O)c2cccc(S(=O)(=O)N3CCCc4ccccc43)c2)cc1	-17	4
O=C(Nc1cc(Cl)cc(Cl)c1)c1cnn2cccnc12	1	10
C=CCn1c(SCC(=O)N(C(C)CC)C2CCS(=O)(=O)C2)nc2ccccc2c1=O (stereo not given)	8	1
O=CNc1cc2c(cc1Br)-c1ccccc1C2O (stereo not given)	1	6
CC(NC(=O)COC(=O)c1cc2ccccc2cc1O)c1ccccc1 (stereo not given)	-9	7
COc1ccc(C#Cc2cnc3c(c2)C(=O)N([C@H](C)CO)C[C@H](C)[C@@H](CN(C)C(=O)Nc2cccc(OC)c2)O3)cc1	3	-12
CCCCOc1cccc(NC(=O)CSc2nccn2C)c1	-6	-4
COc1ccc(C(CNC(=O)C2COc3ccccc3O2)N2CCCC2)cc1 (stereo not given)	28	3
O=c1c2c(-c3cccs3)csc2ncn1/N=C/c1ccccn1	2	-2
CC(Oc1ccc(Cl)cc1Cl)C(=O)/C=C/N(C)C (stereo not given)	-88	10
O=C(Nc1ccc(Cl)cc1)N1CCN(c2ncccn2)CC1	-13	4
O=C(NCCCn1ccnc1)c1cccc(S(=O)(=O)Nc2ccc(F)cc2)c1	-7	8
Cn1c(NC(=O)C[n+]2cc(-c3ccc(F)cc3)n3c2CCC3)cc(=O)n(C)c1=O	0	6
CCOc1ccc2nc3c(cc2c1)CN(CCOC)C(=NC)S3	-48	22
Cc1ccc(NS(=O)(=O)N2CCOCC2)cc1Cl	0	-2
CC(C)COC(=O)NCC12C=CC(O1)C1C(=O)N(c3ccc(Cl)cc3)C(=O)C12 (stereo not given)	-2	-2
CCCN(CC(=O)Nc1ccccc1OC)C(=O)CC1CCCC1	4	-11
CCOC(=O)Nc1ccc2c(c1)N(C(=O)N(C)C)c1ccccc1CC2	-12	2
Cc1ccc(CN2CCC[C@]3(N[C@H](c4ccc(C(F)(F)F)cc4)[C@@H]4C(=O)N(C)C(=O)[C@@H]43)C2=O)cc1	-3	0
CCCOc1ccc([N+](=O)[O-])cc1C1NC(=S)NC(c2ccccc2)=C1C(=O)OCC (stereo not given)	-1	6
COc1ccc(N2C(=O)CC(NCc3cccs3)C2=O)cc1 (stereo not given)	7	-1

Among those listed so far, 3 have an NH in an aromatic ring:
SMILES	TAG inh	TAG inh DAPI viability
O=c1[nH]c(CN(CCO)CCO)nc2c1C1(CCCCC1)Cc1ccccc1-2	-10	2
CC1CCc2[nH]c3ccc(C(=O)N(C)CC(=O)Nc4ccc(F)cc4)cc3c2C1 (stereo not given)	3	4
Cc1csc(SCC(=O)Nc2oc(C)c3c(C)n[nH]c(=O)c23)n1	10	0

More records:
SMILES	TAG inh	TAG inh DAPI viability
O=C(Nc1nnc([C@@H]2O[C@H](CO)[C@@H](O)[C@H]2O)s1)Nc1cccc2c1CCCC2	14	-5
Cc1c(C(=O)N2CCCCC2)sc(NC(=O)C23CC4CC(CC(C4)C2)C3)c1C#N	25	-5
Cc1cc(C)c(NC(=O)C2=COCCO2)c(C)c1	-17	3
O=C(NCCS(=O)(=O)N1CCN(c2ccc(F)cc2)CC1)C12CC3CC(CC(C3)C1)C2	-11	-1
O=C(NCC(=O)N1CCCCC1)c1sc2ccccc2c1Cl	14	-6
CCOC(=O)c1sc(C)c2c1NC(c1ccc(Cl)cc1)NC2=O (stereo not given)	-9	14
Cc1ccc(C(=O)CSc2nnc(C(C)C)n2C)cc1C	19	-1
CC1CNC(=S)N(c2ccc(F)cc2)C1=O (stereo not given)	6	-4
COc1cc2c3c([nH]c2cc1F)C(=O)NCC3	-1	3
COc1ccc(C2=NN(CC(=O)Nc3cc(C)ccc3C)C(=O)CC2)cc1	16	-3
O=C(NNC1=NS(=O)(=O)c2ccccc21)c1ccccc1	7	-1
Cc1cccc(C)c1NC(=O)COC(=O)C1CC1	-13	8
COc1cc(OC)cc(C(=O)NC(C(=O)NCCc2ccccn2)C(C)C)c1 (stereo not given)	-4	-3
COc1cc(NCCCn2ccc(NC(=O)OCc3ccccc3)nc2=O)cc(OC)c1OC	12	-6
NC(=O)c1ccccc1OCC(=O)Nc1ccc2c(c1)OCCO2	-10	-2
CC1CCc2c(sc3ncn(Cc4ccc(C(=O)O)cc4)c(=O)c23)C1 (stereo not given)	11	-6
CC(C)c1ccc(-c2nn(-c3ccccc3)cc2C2C(C#N)=C(N)OC3=C2C(=O)CC(C)(C)C3)cc1 (stereo not given)	-12	10
CCC(C)(C)NC(=O)C(c1ccccn1)N(C(=O)c1csnn1)C1CCCCC1 (stereo not given)	-14	-5
Cc1ccc([C@@H]2C[C@H]3[C@@H](CN2S(=O)(=O)c2ccc(Cl)cc2)C(=O)C[C@@H](c2ccc(C)cc2)N3S(=O)(=O)c2ccc(Cl)cc2)cc1	2	1
CCOc1cc2c3c(c1)C1(OCCO1)C(=O)N3C(C)(C)CC2C (stereo not given)	21	-7
Nc1nnc(SCc2nc3scc(-c4ccccc4)c3c(=O)[nH]2)s1	-12	2
CC(Sc1ccc2nnc(-c3ccc(F)cc3)n2n1)C(=O)O (stereo not given)	-15	0
Cc1csc(SCC(=O)NCc2ccccc2)n1	2	-1
COc1cccc(CN2CCNC(=O)C2CC(=O)N(C)Cc2nc(C)cs2)c1OC (stereo not given)	6	1

Structures from the list above that contain fluorine, in the order listed:
SMILES	TAG inh	TAG inh DAPI viability
CC(C)(C)c1nnc(NS(=O)(=O)c2ccc(F)cc2)s1	8	-1
O=C(N/N=C/c1ccoc1)c1cccc(OC(F)(F)C(F)F)c1	3	4
CC1CCc2[nH]c3ccc(C(=O)N(C)CC(=O)Nc4ccc(F)cc4)cc3c2C1 (stereo not given)	3	4
CN(C)c1cccc(NC(=O)c2cccc3c(-c4ccc(F)c(F)c4)coc23)c1	-16	2
O=C(COC(=O)CCC(=O)c1ccc(F)cc1)NCc1ccc(Cl)cc1	1	-4
COC(=O)C1=C(C)N(Cc2ccccc2)C(=S)N[C@H]1c1cccc(F)c1	-27	7
O=C(NCCCn1ccnc1)c1cccc(S(=O)(=O)Nc2ccc(F)cc2)c1	-7	8
Cn1c(NC(=O)C[n+]2cc(-c3ccc(F)cc3)n3c2CCC3)cc(=O)n(C)c1=O	0	6
Cc1ccc(CN2CCC[C@]3(N[C@H](c4ccc(C(F)(F)F)cc4)[C@@H]4C(=O)N(C)C(=O)[C@@H]43)C2=O)cc1	-3	0
O=C(NCCS(=O)(=O)N1CCN(c2ccc(F)cc2)CC1)C12CC3CC(CC(C3)C1)C2	-11	-1
CC1CNC(=S)N(c2ccc(F)cc2)C1=O (stereo not given)	6	-4
COc1cc2c3c([nH]c2cc1F)C(=O)NCC3	-1	3
CC(Sc1ccc2nnc(-c3ccc(F)cc3)n2n1)C(=O)O (stereo not given)	-15	0
